TDP1 inh: inhibitors of human tyrosyl-DNA phosphodiesterase TDP1. Q9NUW8. recombinant TDP1, AlphaScreen DNA substrate cleavage. AID 485290. 0.28% of 350,000 active. Potency, µM (highest dose often 130 µM), inactives show at the highest dose activity change, negative = inhibition, actives largely listed as inhibitors; further: nearly all actives have a fitted effect of over 40% in size
Target sequence (Q9NUW8 whole entry, looked up): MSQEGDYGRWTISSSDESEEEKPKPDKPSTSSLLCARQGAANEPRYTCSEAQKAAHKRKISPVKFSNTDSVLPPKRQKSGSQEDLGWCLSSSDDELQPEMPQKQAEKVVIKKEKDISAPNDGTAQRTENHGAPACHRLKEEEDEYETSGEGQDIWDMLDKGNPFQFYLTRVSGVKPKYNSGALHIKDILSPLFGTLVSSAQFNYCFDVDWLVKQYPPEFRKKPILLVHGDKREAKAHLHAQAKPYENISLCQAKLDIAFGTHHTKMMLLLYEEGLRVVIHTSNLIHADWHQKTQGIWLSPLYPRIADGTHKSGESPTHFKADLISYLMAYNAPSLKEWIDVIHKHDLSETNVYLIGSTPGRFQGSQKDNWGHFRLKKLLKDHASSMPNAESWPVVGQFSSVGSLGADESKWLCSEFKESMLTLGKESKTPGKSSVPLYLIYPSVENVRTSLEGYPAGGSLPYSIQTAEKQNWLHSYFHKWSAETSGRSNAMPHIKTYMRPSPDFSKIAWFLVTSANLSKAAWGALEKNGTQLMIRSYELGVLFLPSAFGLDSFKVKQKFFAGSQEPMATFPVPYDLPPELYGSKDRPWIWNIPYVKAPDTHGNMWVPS
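Tdp1 1 nM final; 15 min RT w/ cpd; substrate 15 nM, 5 min; beads 10 ug/ml, 10 min; AlphaScreen read. Neg ctrl: no enzyme.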
DT40 TDP1 CPT: growth inhibition of DT40 Tdp1-/-;hTDP1 cells with camptothecin (screen for TDP1 inhibitors); chicken DT40 Tdp1-/-;hTDP1 cells + 20 nM CPT, ATP luminescence, 48 h; Potency, µM (doses to about 46.2 µM), inactives show at the highest dose activity change, negative = growth inhibition, most hits filed as inhibitors; 12% of 420,000 active; AID 686979; further: nearly all actives have a fitted effect of over 55% in size
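Cell growth measured by CellTiter-Glo luminescence after a minimum 48 h, 37 C compound exposure with 20 nM CPT in Tdp1-knockout DT40 cells stably expressing hTDP1, seeded 400/well; qHTS titration format.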
TDP1 cell noCPT: qHTS for Inhibitors of human tyrosyl-DNA phosphodiesterase 1 (TDP1): qHTS in cells in absence of CPT; 15% of 420,000 active; DT40 Tdp1-/- hTDP1 cells, no CPT, ATP luminescence, 48 h; Potency, µM (titrated, usually from 46.2 µM), without a hit: top-dose activity change, negative = growth inhibition, hits mostly inhibitors; further: nearly all actives have a fitted effect of over 55% in size
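Seeded 400 DT40-hTDP1 cells/well (vehicle DMSO, no 20 nM CPT); pinned compounds; ≥48 hr at 37 °C; CellTiter-Glo luminescence as viability measure.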
Numbers without * were called inactive; ? = inconclusive; . = not tested or not shown; & = joins results of further samples; [ ] = remark or other dose. The call rests on the fitted dose curve; in most records, active means well fitted curve in the direction sought with a large enough effect; inconclusive means small, poorly fitted or top-dose-only effect, or another doubt; inactive means no such curve, though single readings can be large; an effect the other way counts as inactive or inconclusive. On the % scale 0 is the no-effect control and ±100 the full control effect; potency means the concentration at half of the fitted maximal effect.

SMILES	TDP1 inh	DT40 TDP1 CPT	TDP1 cell noCPT
Cc1nn(C)c(C)c1CN(C)C(=O)c1nn2c(c1Br)NC(c1cccs1)CC2C(F)(F)F (stereo not drawn)	1%	?	?
COc1ccc(-c2cc(C(=O)Nc3cnn(Cc4ccccc4C)c3)no2)cc1OC	1%	-3%	-15%
COc1ccc(Oc2ncc3nc(-c4cccs4)c(=O)n(Cc4cccc(OC)c4)c3n2)cc1	.	-1%	-21%
COc1cc(NC(=O)CN2CCCN(Cc3cccc(F)c3)S2(=O)=O)cc(OC)c1	5%	?	?
CC(C)Nc1nc(NCCOc2ccccc2Cl)c2sccc2n1	.	18µM*	21µM*
O=C(Nc1ccc(C(=O)N2CCCC2)cc1)c1ccc2c(c1)OCO2	-1%	?	?
COc1cccc(-c2nnn(CC(=O)O)n2)c1	-6%	-12%	-7%
Cc1cc(=O)n(-c2ccc3ccccc3n2)[nH]1	10%	18µM*	21µM*
CCCc1cc(N2CCCC(C(=O)Nc3ccc(OC)cc3OC)C2)n2ncnc2n1 (stereo not drawn)	2%	?	?
Cc1cc(C)c2nc(SCC(=O)Nc3cc(C)on3)c(C)cc2c1	0%[0.0935 µM]	-17%	?
Cc1sc2nc(CSc3ccccc3)nc(N3CCOCC3)c2c1C	1%	?	?
COC(=O)c1cc2c(cc1[N+](=O)[O-])OCO2	7%	-27%	13%
Cc1onc(C(=O)NC(C)c2ccccc2)c1[N+](=O)[O-] (stereo not drawn)	7%	-9%	-11%
Cc1ccc([N+](=O)[O-])cc1NC(=O)C(C)N1CCCCC1 (stereo not drawn)	-4%	-2%	-18%
CC1CCC(NC(=O)CCNC(=O)c2ccccc2)CC1 (stereo not drawn)	1%	1%	2%
COc1ccc(C(=O)NNC(=O)c2ccc3ccccc3n2)cc1	-2%[56.1 µM]	16µM*	4.1µM*
COC(=O)CCC(=O)OC1(C)C(=O)C=C2C=C(C3CC3)N(CCN3CCOCC3)C=C2C1=O (stereo not drawn)	7%[21 µM]	4%	-10%
O=C(CCCOc1ccc(Cl)cc1Cl)NCCCn1ccnc1	1%	-20%	-22%
CCNC(=S)Nc1cc2oc3ccccc3c2cc1OC	-14%	?	?
CC1CCCN(S(=O)(=O)c2ccc(NC(=O)C3CCN(C(=O)C(C)(C)C)CC3)cc2)C1 (stereo not drawn)	2%	?	?
CCCC[C@@H]1CNC(=O)C(=O)N1CCc1cccc(F)c1	.	?	-17%
Cc1cc(C)nc(SCC(=O)OCC(=O)N(C)c2c(N)n(Cc3ccccc3)c(=O)[nH]c2=O)n1	1%[56.1 µM]	18%	8%
CC1c2[nH]c3ccccc3c2C[C@H]2C(=O)N(CCCO)CC(=O)N12 (stereo partly drawn)	.	10%	-2%
Cn1c(NCCc2ccccc2)cc(=O)n(C)c1=O	5%	0%	-16%
Cn1nc(C(C)(C)C)c(NC(=O)c2sccc2Cl)c1C(C)(C)C	1%	1%	-24%
COc1cc(C(=O)Nc2ccccc2N2CCOCC2)ccc1OCc1c(C)noc1C	3%	?	?
CC(=O)Nc1c2c(nn1-c1cccc(Cl)c1)CS(=O)(=O)C2	4%	1%	14%
O=C(CSc1ncccn1)NCCc1ccccc1	4%	-28%	-9%
CCN1C[C@@H]2[C@@H]3C(=O)N(Cc4ccccc4)C(=O)[C@@H]3[C@](C)(C(=O)OC)N2C1=NC	.	6%	1%
Cc1ccccc1C(=O)Oc1cc(N)n(S(C)(=O)=O)n1	-3%	-16%	-3%
CSc1ccccc1C(=O)NCc1ccc2c(c1)OCO2	6%	6%	-5%
COC(=O)CCCCCCCCC(=O)Nc1nc2ccccc2s1	2%	-14%	-5%
O=C(Nc1ccc(C(F)(F)F)cc1)C1CCCN1S(=O)(=O)c1cccc2cccnc12 (stereo not drawn)	0%	?	23µM*
CC(=O)c1c(O)cc(C)n(-c2ccc(F)cc2)c1=O	-5%	-4%	-30%
COc1ccc(-c2oc3cccnc3c2-c2ccc(OC)nc2)cc1	.	?	?
Cc1ccc(C(=O)Nc2ccccc2SCC2CSc3nc4ccccc4c(=O)n32)cc1 (stereo not drawn)	5%	5%	?
CN1CCN(C(=S)c2cn(Cc3ccccc3F)c3ccccc23)CC1	8%	?	?
COC(=O)C1(O)CC(C(C)C)=NN1C(=O)c1ccccc1 (stereo not drawn)	1%	-1%	-13%
COC(=O)c1nnn(-c2ccsc2C(=O)OC)c1C(=O)OC	1%	4%	7%
CCc1ccccc1NC(=O)CN1CCN(C(=O)CNC(=O)Cc2cccc3ccccc23)CC1	1%	-17%	?
COc1ccc2c(c1)[C@@H]1[C@H](CO2)[C@H](c2ccccc2)[C@]2(C)C(=O)NCC(=O)N12	0%	-21%	-26%
O=S(=O)(c1ccccc1)N1N=C(c2ccccc2)CC1c1ccccc1F (stereo not drawn)	.	16µM*	?
O=C(c1cccc(S(=O)(=O)N2CCOCC2)c1)N1CCCC(C(F)(F)F)C1 (stereo not drawn)	4%[0.505 µM]	-18%	-37%
O=S(=O)(c1ccc(-c2ccno2)s1)N1CCCCC1	2%	-29%	-13%
COc1ccc(-c2nnc(NC(=O)c3ccc([N+](=O)[O-])o3)o2)c(OC)c1	4%	?	18µM*
Cc1ccccc1NC(=O)C(C)Sc1nnc(-c2ccncc2)n1CC1CCCO1 (stereo not drawn)	.	-5%	-13%
CC(=O)N(O)c1ccc(/C=C2\C=Cc3ccccc32)cc1	.	1.4µM*	3.2µM*
CCCCCCSc1cc(-c2nc3cc(C)ccn3c2NCCCC)ccc1OC	2%	13µM*	16µM*
Cc1ccc(NC(=O)CN(C)C(=O)C(C)OC(=O)c2ccccc2NCCO)cc1 (stereo not drawn)	-1%	-1%	-23%
COC(=O)c1sccc1NC(=O)c1ccc(Cl)cc1	.	-1%	0%
CC1(C)CCC(=O)N2CC[C@H]3C[C@H](OC(=O)Nc4ccc5c(c4)OCO5)C[C@@H]1[C@H]32	.	?	?
CCOc1ccc(Br)cc1CNCCN1CCOCC1	-1%	1%	3%
N#Cc1nc(-c2ccc(F)cc2)oc1NCCN1CCOCC1	7%	-22%	-13%
CC1(C)OC(c2ccccc2)=C/C(=C/C=N/NC(=O)c2ccncc2)O1	6%	?	?
COc1ccccc1C1CN(Cc2cccc(OCCO)c2)Cc2ccccc2O1 (stereo not drawn)	.	-2%[9.04 µM]	?
COc1ccccc1N1CCN(c2c3c(nc4nncn24)CCC3)CC1	5%	-1%	4%
Cc1cc(C(=O)NCCc2ccc(Cl)cc2)n(-c2ccccc2)n1	.	21µM*	?
NNC(=O)CNC(c1ccccc1)c1cc(Br)ccc1NC(=O)CCN1CCOCC1 (stereo not drawn)	-10%	23µM*	13µM*
CC(=O)c1ccc(-n2c(SCC(=O)c3c[nH]c4ccccc34)nc3ccccc3c2=O)cc1	-2%	21µM*	12µM*
O=C(O)c1ccc(S(=O)(=O)Cc2ccccc2)cc1	6%	1%	2%
Following part:
SMILES	TDP1 inh	DT40 TDP1 CPT	TDP1 cell noCPT
CCCOc1ccc(-c2nc(-c3ccc([N+](=O)[O-])cc3)cs2)cc1	4%	?	?
COc1cccc(/C=N/Nc2snc(SC)c2C#N)c1O	4%	2.9µM*	2.6µM*
Cc1nc(NCCO)c2nnn(Cc3ccccc3F)c2n1	7%	6%	13%
C#CCOCCOCCOCCNc1nc(N2CCN(C(=O)CCCCCCCCCCNC(=O)Cn3cc(C[C@@H](C)O)nn3)CC2)nc(N2CCN(C(=O)CCCCCCCCCCNC(=O)[C@@H]([C@H](C)CC)n3cc(CCCCCN)nn3)CC2)n1	11%	13µM*	5.8µM*
C[C@@H](NC(=O)[C@@H]1CCCN1C(=O)[C@@H]1CCCN1C(=O)c1ccccc1)c1ccccc1	.	-18%	5%
COc1ccc(OC)c(-c2nnc(SCC(=O)NC3CCCCC3)o2)c1	8%	?	?
CCCCOc1ccccc1C(=O)NCC(=O)O	3%	5%	1%
CCOc1ccc(CNCCNC(=O)c2nonc2N)cc1	3%&2%	-19%&-23%	?
CC(=O)NC(CC(=O)NCCN1C(=O)S/C(=C\c2ccccc2)C1=O)c1ccccc1 (stereo not drawn)	0%	21µM*	?
COc1ccc(-c2noc(CSc3nnc(Cc4ccccc4)n3-c3ccc(Cl)cc3)n2)cc1	8%	?	?
CCOc1cccc(NC(=O)c2ccc(F)c(S(=O)(=O)N(CC)c3cccc(C)c3)c2)c1	0%	18µM*	26µM*
CCOC(=O)N(C)c1c(CC)nc2c(OCc3ccc(OC(F)F)cc3)cccn12	.	?	15µM*

Part of the list above, as a markdown table.
| molecule | TDP1 inh | DT40 TDP1 CPT | TDP1 cell noCPT |
| --- | --- | --- | --- |
| C#CCOCCOCCOCCNc1nc(N2CCN(C(=O)CCCCCCCCCCNC(=O)Cn3cc(C[C@@H](C)O)nn3)CC2)nc(N2CCN(C(=O)CCCCCCCCCCNC(=O)[C@@H]([C@H](C)CC)n3cc(CCCCCN)nn3)CC2)n1 | 11% | 13µM* | 5.8µM* |
| C[C@@H](NC(=O)[C@@H]1CCCN1C(=O)[C@@H]1CCCN1C(=O)c1ccccc1)c1ccccc1 | . | -18% | 5% |
| COc1ccc(OC)c(-c2nnc(SCC(=O)NC3CCCCC3)o2)c1 | 8% | ? | ? |
| CCCCOc1ccccc1C(=O)NCC(=O)O | 3% | 5% | 1% |
| CCOc1ccc(CNCCNC(=O)c2nonc2N)cc1 | 3%&2% | -19%&-23% | ? |
| CC(=O)NC(CC(=O)NCCN1C(=O)S/C(=C\c2ccccc2)C1=O)c1ccccc1 (stereo not drawn) | 0% | 21µM* | ? |
| COc1ccc(-c2noc(CSc3nnc(Cc4ccccc4)n3-c3ccc(Cl)cc3)n2)cc1 | 8% | ? | ? |

Looked up above.
`CCOc1ccc(CNCCNC(=O)c2nonc2N)cc1` in DT40 TDP1 CPT = -19%&-23%
`CCCOc1ccc(-c2nc(-c3ccc([N+](=O)[O-])cc3)cs2)cc1` in TDP1 inh = 4%
`COc1ccc(-c2noc(CSc3nnc(Cc4ccccc4)n3-c3ccc(Cl)cc3)n2)cc1` in TDP1 inh = 8%
`C[C@@H](NC(=O)[C@@H]1CCCN1C(=O)[C@@H]1CCCN1C(=O)c1ccccc1)c1ccccc1` in TDP1 cell noCPT = 5%

(more compounds)
SMILES	TDP1 inh	DT40 TDP1 CPT	TDP1 cell noCPT
Cc1ccc(S(=O)(=O)NC(C)C(=O)OCC(=O)N(C)c2ccccc2)cc1 (stereo not drawn)	1%	-3%	0%
CC(=O)c1sc(Nc2nc(C)cc(C)n2)nc1C	4%	-9%	?
CC(=O)c1sc(NC(=O)COc2ccc([N+](=O)[O-])cc2)nc1C	-3%	-10%	-4%
O=C(Nc1nc(-c2ccc3c(c2)OCCO3)cs1)C1CCCC1	3%	?	?
Cc1nn(C)cc1-c1n[nH]c(=S)n1-c1ccc(Cl)cc1	5%	2%	9%
CC1Cc2ccccc2N1C(=S)Nc1ccc(S(N)(=O)=O)cc1 (stereo not drawn)	2%	?	?
O=C(CN(CC1CCCO1)C(=O)CNS(=O)(=O)c1ccc(F)cc1)NCCc1ccccc1 (stereo not drawn)	.	2%	-5%
CC(C)C[C@H]1CN(CCCC[C@H]2CNC(=O)C(=O)N2CCc2ccc(O)cc2)C(=O)C(=O)N1CCc1ccccc1	.	-1%	-5%
Cc1ccc2[nH]c(-c3ccccc3)cc(=O)c2c1	-1%	0.82µM*	0.65µM*
CC(C)c1nnc(NC(=O)CCC(=O)NC2CC2)s1	2%	9%	-1%
COc1ccc(N(C(=O)c2ccco2)C(C(=O)NC2CCCC2)c2ccc(N3CCOCC3)cc2)c(OC)c1 (stereo not drawn)	.	?	?
CCOC(=O)C1=CN(CC)CCC1=O	.	-1%	-5%
Cc1ccc[n+](CC(=O)c2ccc(NC(=O)c3ccccc3)cc2)c1C	.	-27%	?
CCN(CC(=O)Nc1c(F)cccc1F)C(=O)Cc1sc(C)nc1-c1ccc(F)cc1	1%	-3%	-9%
COc1ccc(NC(=O)CSc2nc3c(c(=O)n2-c2ccc(F)cc2)SCC3)c(OC)c1	5%	-19%	-23%
COc1ccc([C@@H]2C[C@H]3[C@@H](CN2S(=O)(=O)c2ccccc2)C(=O)C[C@@H](c2ccc(OC)cc2)N3S(=O)(=O)c2ccccc2)cc1	.	-15%	3%
FC(F)Sc1ccc(-n2c(-c3ccc(Cl)cc3)c[n+]3c2CCC3)cc1	2%	12µM*	15µM*

Source: PubChem (National Center for Advancing Translational Sciences (NCATS))

Not a hit list. Share with any hit: about 18%.
